hcGAS inh – human cGAS inhibition; Q8N884; recombinant h-cGAS, ATP depletion, Kinase-Glo luminescence; inhibition, % at 12.5 µM; hit rate 0.081% among 290,000;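 also: 0% = vehicle reaction and 100% = reaction without DNA for no activity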
Target sequence (Q8N884 whole entry, looked up): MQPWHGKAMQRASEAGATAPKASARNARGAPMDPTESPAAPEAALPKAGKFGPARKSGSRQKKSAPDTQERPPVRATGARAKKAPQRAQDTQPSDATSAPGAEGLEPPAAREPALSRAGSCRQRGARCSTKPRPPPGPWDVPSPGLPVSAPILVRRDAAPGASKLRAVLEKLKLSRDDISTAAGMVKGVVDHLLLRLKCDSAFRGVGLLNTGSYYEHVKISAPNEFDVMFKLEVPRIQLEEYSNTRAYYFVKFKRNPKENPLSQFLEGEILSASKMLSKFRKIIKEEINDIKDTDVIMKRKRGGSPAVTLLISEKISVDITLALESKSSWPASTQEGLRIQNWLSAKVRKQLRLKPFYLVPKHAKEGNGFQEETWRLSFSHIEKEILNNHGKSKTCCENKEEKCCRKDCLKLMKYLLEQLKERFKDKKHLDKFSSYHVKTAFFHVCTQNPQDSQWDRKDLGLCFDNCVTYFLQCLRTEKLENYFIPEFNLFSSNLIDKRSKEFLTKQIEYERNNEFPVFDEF
mcGAS inh – mouse cGAS inhibition by luminescence. Q8C6L5. recombinant cGAS, Kinase-Glo ATP depletion luminescence. inhibition, % at 12.5 µM. hit rate 0.15% among 160,000. AID 1259399;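 also: 0% = negative control wells and 100% = reference inhibitor with no enzyme activity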
NPYLR7 ag – mosquito NPYLR7 agonism | HEK293T NPYLR7/Galpha15, GCaMP6s calcium fluorescence | activation, % at 10 µM | hit rate 0.15% among 270,000 | AID 1259423; in the data active = activation above about 40%;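 also: 0% = vehicle and 100% = reference agonist at the receptor; some compounds past the cut are filed as inactive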
* hit, by the source's call; . = not tested or not shown; & = joins results of further samples. Rule as the data show it, unless noted: active = inhibition above about 40%; inactive = the rest.

Sequence of screens: hcGAS inh, mcGAS inh, NPYLR7 ag
- Cc1ccc(C)c(N2CCN(C(=O)c3cccc(F)c3)C(C)C2=O)c1 (stereo not drawn)
  3, -1, -5
- CCCOC(=O)C(C)Sc1n[nH]c(=O)[nH]c1=O (stereo not drawn)
  0, -4, 3
- Cc1ncoc1C(=O)N1CC[C@@H](c2ccc3c(c2)OCO3)[C@H](O)C1
  -7, ., 9
- CN(C)CCN1C(=O)C(=O)C(=C(O)c2ccc(Cl)cc2)C1c1ccncc1 (stereo not drawn)
  -4, -7, 2
- COc1ccc(S(=O)(=O)NCC2CCCO2)cc1N1CCN(S(=O)(=O)c2ccc(NC(C)=O)cc2)CC1 (stereo not drawn)
  -3, 0, 4
- COC(=O)N1CC[C@@]2(C1)[C@H](OC)CN(c1ccccc1)S2(=O)=O
  -2, -5, 7
- COc1ccccc1OCc1cc(C(=O)NCc2ccc3c(c2)OCO3)n[nH]1
  0, ., 4
- c1ccc(CCN2CCCC3(CCN(Cc4cccc5cccnc45)C3)C2)cc1 (stereo not drawn)
  -3, -11, .
- CN(Cc1ccncn1)C(=O)C1(Oc2ccc(Cl)cc2)CCNCC1
  -5, -13, 8
- COC(=O)C1(C(F)(F)F)N=C(N(C)C)OC(N(C)C)=N1
  -8, ., 0
- CCCCc1nc(SCC(=O)NCc2ccccc2)[nH]c1C
  -6, ., 1
- Cc1cc(/C=C/c2ccccc2)cnc1N
  -5, ., 3
- O=C(CN1CN(c2ccccc2)C2(CCN(C(=O)Nc3ccccc3F)CC2)C1=O)NCC1CCCO1 (stereo not drawn)
  -2, -5, 4
- O=C(c1cccs1)N1CCC(NCCOc2ccccc2Cl)CC1
  1, ., 15
- COc1ccccc1CC(=O)NNC(=O)C(C)Oc1ccc2ccccc2c1 (stereo not drawn)
  -6, -8, 1
- Cc1cccc(-c2cc(N3CCCN(C)CC3)n3nccc3n2)c1
  -9, ., 1
- Cc1ncc(CN2CCCC(C(=O)Nc3ccccc3Oc3cccnc3)C2)cn1 (stereo not drawn)
  2, ., 0
- CCOC(=O)c1cc(C(C)(C)C)n(C2CCN(C(=O)Cn3cnc4c3c(=O)n(C)c(=O)n4C)CC2)n1
  -5, -8, 12
- COCCCN1C2=C(C(=O)CC(C)(C)C2)C(c2ccccc2)C2=C1CC(C)(C)CC2=O
  -3, ., -4
- CNC(=O)c1cc(NC(=O)c2cc3cc(Cl)ccc3o2)ccc1Cl
  -8, -15, -7

Next part; the last 4 above are carried over.
Sequence of screens: hcGAS inh, mcGAS inh, NPYLR7 ag
- Cc1ncc(CN2CCCC(C(=O)Nc3ccccc3Oc3cccnc3)C2)cn1 (stereo not drawn)
  2, ., 0
- CCOC(=O)c1cc(C(C)(C)C)n(C2CCN(C(=O)Cn3cnc4c3c(=O)n(C)c(=O)n4C)CC2)n1
  -5, -8, 12
- COCCCN1C2=C(C(=O)CC(C)(C)C2)C(c2ccccc2)C2=C1CC(C)(C)CC2=O
  -3, ., -4
- CNC(=O)c1cc(NC(=O)c2cc3cc(Cl)ccc3o2)ccc1Cl
  -8, -15, -7
- CC(C)C[C@H](NC(=O)[C@H](Cc1ccccc1)NC(=O)c1cnccn1)B(O)O
  -2, -10, -6
- CCNC(=O)N(Cc1ccco1)Cc1ccc(N(CC)CC)cc1OS(=O)(=O)CC
  -2, -7, 5
- CCc1ccc(-c2nccn2CCN2CCOCC2)o1
  -2, -11, 7
- CC1(C)C(=O)N(O)C(C)(C)C(=O)N1O
  -3, ., -14
- O=C(c1ccc(Cl)cc1)N1CCN(c2nccc(-c3cccc(C(F)(F)F)c3)n2)CC1
  -7, -7, -6
- Cc1nc(Cn2cnc(-c3ccccc3)c2-c2cccc(C(C)N(C)C)c2)n[nH]1 (stereo not drawn)
  -8, -11, 3
- O=C1NC(=O)C2C1C1(c3ccccc3)C(=O)C2(c2ccccc2)C(c2ccc3c(c2)OCO3)=C1c1ccc2c(c1)OCO2 (stereo not drawn)
  1, -3, 2
- S=c1[nH]nc(-c2snnc2-c2ccccc2)n1CCCN1CCOCC1
  -6, ., -6
- Cc1cc(=O)c(C(=O)OC(C)C(=O)NCC2CCCCC2)nn1-c1ccccc1 (stereo not drawn)
  -2, ., 5
- CCN(C(=O)C(C)Sc1nc2ccccc2c(=O)n1CC)c1ccccc1 (stereo not drawn)
  -8, -8, 1
- O=C(Nc1cccc(-c2cccc(Cl)c2)c1)C1CCN(C(=O)c2ccccc2)CC1
  -9&-5, -13, 1&6
- CCn1c2ccccc2n2c(C(=O)OC)c(C)nc12
  3, ., -12
- Cc1c(NC(=O)N(C)Cc2ccco2)cccc1OC(F)F
  1, ., 5
- N#CC(c1ccc(F)cc1)N1CCN(C(=O)CCl)CC1 (stereo not drawn)
  1, 22, -9
- CCOc1ncccc1CN1CCC(C(=O)Nc2ccccc2C)CC1
  -1, -2, 4
- CCCCCCC(C)NCCCSC (stereo not drawn)
  1, -1, 7
- COc1cccc(C(=O)CSc2ccc(NC(C)=O)nn2)c1
  -2, ., 6
- CCCC1CCC2(CC1)NC(CO)(CO)CO2 (stereo not drawn)
  -9, ., 5
- CC1CCC2(CC1)OCC(C(=O)NC1CC1)N2C(=O)c1cccc(C(F)(F)F)c1 (stereo not drawn)
  -9, -7, -2
- CC(=O)c1cc(C(=O)Nc2cnc3n2CCCC3)c(=O)[nH]c1C
  -4, -22, 1

Next results.
Sequence of screens: hcGAS inh, mcGAS inh, NPYLR7 ag
- O=C(O)C(Cc1ccccc1)N1C(=O)/C(=C/c2ccccc2)SC1=S (stereo not drawn)
  5, -3, -10
- CCCCNC(=O)c1cc(-c2ccc(OC)cc2)nc2cc(C(C)(C)C)nn12
  -8, -7, 15
- O=C(NCc1ccc2c(c1)OCO2)N1CCC(c2nc(C3CC3)n[nH]2)CC1
  -9, -17, 8
- O=C(Nc1nnc(SCc2ccc(Br)cc2F)s1)C1CCC1
  -2, -4, -2
- CCCS(=O)(=O)N1CCN=C1SCc1cccc(C)c1
  -14, -9, 30
- S=c1[nH]nc(Cc2cccc3ccccc23)n1N=Cc1ccco1
  0, ., 4
- CS(=O)(=O)NCc1ccc(Oc2ccccc2F)c(F)c1
  1, 1, -4
- COCc1cc(C)nc(OCC(=O)N/N=C\c2ccc(-c3ccc([N+](=O)[O-])cc3)o2)c1C#N
  -5, -4, 1
- O=C1NC(c2ccccc2)=NC1(NS(=O)(=O)c1ccccc1)C(F)(F)F (stereo not drawn)
  0, -1, 1
- CC(=O)Nc1ccc(Cl)c(C(=O)N2CCN(C)C[C@@H]2c2ccccc2)c1
  -3, -7, 24
- O=[N+]([O-])c1cc2c(c(CSc3ncnc4sc5c(c34)CCC5)c1)OCOC2
  -7, ., 1
- Cc1onc(-c2ccccc2)c1C(=O)N1CCC(c2ccccc2C(=O)O)C1 (stereo not drawn)
  2, ., 4
- CC(C)OC(=O)Cc1nc(CN2CCOCC2C)cs1 (stereo not drawn)
  -7, ., 5
- CCCOC(=O)C1=C(C)NC2=C(C(=O)CCC2)C1c1ccc(SC)cc1 (stereo not drawn)
  3, 1, -12
- Cc1cc(C)cc(CCC(=O)N2CCC(Oc3ccncc3)CC2)c1
  0, -13, 5
- CN(Cc1cscn1)C(=O)NC(c1ccc(Br)cc1)C1CCC1 (stereo not drawn)
  -9, ., 10
- COc1ccc(S(N)(=O)=O)cc1C(=O)N1CCCC(N2CCCC2)C1 (stereo not drawn)
  -5, ., 6
- COc1ccc2c(c1)C1OCCC1C1N2C(=O)C2C(C(=O)O)C3C=CC21O3 (stereo not drawn)
  0, ., 4
- COc1cc(N2CCC(C(O)c3cccnc3)CC2)ncn1 (stereo not drawn)
  -3, ., -1
- COc1cccc(NC(=O)NCc2nnc(SCc3ccc(F)cc3)n2-c2ccc(C)cc2)c1
  -8, -3, -5

Arranged by SMILES length (falling): part of the list above
Sequence of screens: hcGAS inh, mcGAS inh, NPYLR7 ag
- COCCCN1C2=C(C(=O)CC(C)(C)C2)C(c2ccccc2)C2=C1CC(C)(C)CC2=O
  -3, ., -4
- CC(=O)Nc1ccc(Cl)c(C(=O)N2CCN(C)C[C@@H]2c2ccccc2)c1
  -3, -7, 24
- COc1ccccc1OCc1cc(C(=O)NCc2ccc3c(c2)OCO3)n[nH]1
  0, ., 4
- COc1ccccc1CC(=O)NNC(=O)C(C)Oc1ccc2ccccc2c1 (stereo not drawn)
  -6, -8, 1
- COC(=O)C1(C(F)(F)F)N=C(N(C)C)OC(N(C)C)=N1
  -8, ., 0

Other compounds.
Sequence of screens: hcGAS inh, mcGAS inh, NPYLR7 ag
- CCC(C)C(=O)N1CCCN(c2nc3ccccc3nc2-c2ccccc2)CC1 (stereo not drawn)
  -5, -5, 2
- Cn1c(=O)n(CCC(=O)N2CCN(S(=O)(=O)c3ccc(Cl)c(Cl)c3)CC2)c2ccccc21
  9, 0, 1
- Cc1nc(Nc2ccc(NC(=O)Nc3ccc(F)cc3)cc2)cc(OC(C)C)n1
  3, ., -6
- COCCNC(=O)N1CCCC(c2noc(COC)n2)C1 (stereo not drawn)
  -13, -7, .
- Cc1noc(-c2cccs2)c1C(=O)NC1CC(C)(C)N(C)C(C)(C)C1
  -6, -10, 5
- CO[C@H]1C(=O)N(C)C2(CCN(S(=O)(=O)C(C)C)CC2)[C@@H]1C(=O)Nc1ccccc1
  -4, -9, 2
- Cc1cc(NS(=O)(=O)c2ccc(NS(=O)(=O)c3ccc(F)c(F)c3)cc2)no1
  -6, -6, 3
- O=S(=O)(N=Cc1cc(Br)ccc1O)c1cccs1
  -1, ., 8
- CCn1c(C2C=NN(C)C2=N)nc2ccccc21 (stereo not drawn)
  -4, -10, 6
- COc1ccccc1OCC(=O)Nc1ncc(Cc2cccc(C(F)(F)F)c2)s1
  -2, -6, -7
- O=C1CCCN1CCC1CCCCN1Cc1cnc(N2CCCC2)nc1 (stereo not drawn)
  3, -1, .
- COCCN(CCOC)C(=O)CN(c1ccncc1)S(=O)(=O)c1ccccc1
  -7, ., 17
- CCC(C(=O)NC1CCN(c2ccccc2C(=O)NCc2ccccc2F)CC1)c1ccccc1 (stereo not drawn)
  -4, -7, 19
- CCOC(=O)c1cc(Cc2ccccc2)sc1NC(=O)/C=C/c1ccccc1
  -2, -6, 4
- O=C(Cn1nc(-c2cccs2)c2sc(N3CCOCC3)nc2c1=O)N1CCc2ccccc21
  -7, -12, 0
- Cc1ccc(CN2CCN(C3CCN(C(C)C)CC3)C(CCO)C2)cc1C (stereo not drawn)
  0, -9, -2
- CCN(CC)CCN(C(=O)c1cccs1)c1nc2c(F)cc(F)cc2s1
  0, 0, -6
- CCC1CCc2sc(C(=O)NNC(=O)c3ccco3)cc2C1 (stereo not drawn)
  4, ., 11
- CC(C)n1c(=O)c(C(=O)N[C@@H]2C[C@@H]3C[C@H]([C@H]2C)C3(C)C)cc2cccnc21
  -5, -3, -17
- O=C(c1ccc2ccccc2c1)C1CCCN(S(=O)(=O)Cc2ccccc2)C1 (stereo not drawn)
  -7&-3, ., 22&5
- FC(F)(F)c1ccc(-c2nc(CSCc3cccs3)cs2)cc1
  -7, -6, 25
